Assay outcomes as filed in PubChem.
Tat transport: blocks Tat-dependent protein export in E. coli; E. coli MC4100 TorA-mCherry Tat export, fluorescence; inhibition, % at 10 µM; actives 0.036% (n = 340,000); AID 488895;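 active = mean replicate inhibition at least 50% and at least half of replicates individually reaching 50%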;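 note: exported cargo escapes ClpAP degradation while cytoplasmic cargo is degraded and loses fluorescence; 0% = median of neutral control wells and 100% = median of NaSCN control wells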
AddAB inh: less growth of phage-infected E. coli with AddAB; E. coli expressing H. pylori AddAB, absorbance growth; AID 435030; actives 0.29% (n = 330,000); inhibition, % at 11.9 µM; in the data active = inhibition above about 12%;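 note: 0% = vehicle wells of infected cells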
PfHsp90 yeast 2: reduces growth (ATP signal) of yeast expressing P. falciparum Hsp90 | inhibition, % at 9.4 µM | actives 0.32% (n = 310,000) | S. cerevisiae expressing PfHsp90, BacTiter-Glo ATP, 48 h; yeast lacking PDR1 and PDR3 efflux regulators | AID 504621;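 active = every replicate shows inhibition above about 80%, whatever the replicate mean, limit read from the data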;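 note: 0% = DMSO neutral controls and 100% = 20 µM radicicol positive controls; yeast relying on Plasmodium falciparum Hsp90 in place of its own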
PKA-R1A act: PKA-R1A complex activation | activation, % at 11.4 µM | actives 0.083% (n = 340,000) | PKA-R1A dissociation, Cy5-IP20 fluorescence polarization; scaled: DMSO 0%, 113 µM cGMP 100% | AID 504707 | P00514+P68181;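 active = percent activation above the mean of all tested compounds plus 3 SD, cut at about 19% in these data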;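 note: higher means more PKAc released from R1A so a rise in polarization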
Arrestin-AP2 inh: human beta-arrestin and AP2 interaction inhibition | actives 0.31% (n = 340,000) | AID 504490 | FITC-arrestin peptide / GST-AP2 beads, flow cytometry; AP2 beta2 appendage carries R879A mutation | inhibition, % at 10 µM;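 active = inhibition above a set limit, near 3 SD of compounds lacking own fluorescence, cut at about 54% in these data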;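 note: plate controls were DMSO wells for no effect and 5 µM unlabelled arrestin peptide for full effect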
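Test system: GST-tagged AP2 beta2-adaptin appendage (R879A) on 4 µm glutathione beads; also added: fluorescein-tagged arrestin peptide at 50 nM final; timing: 12 min plus 1 h, RT; signal: flow cytometry, FL1 (488/535 nm); read-out: percent drop in bead-associated FITC signal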
OPRM1-OPRD1 ag: OPRM1-OPRD1 heterodimerization agonism; cells, luminescence; activation, % at 9.3 µM; actives 0.3% (n = 340,000); AID 504326; in the data active = activation above about 18%;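 note: 0% = vehicle-treated cells and 100% = reference agonist; values of inactives mirror those of a sister screen read the other way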
Mot1-301 SUMO: SUMOylation pathway inhibition by Mot1-301 growth rescue. S. cerevisiae Mot1-301 growth rescue, ATP luminescence, 38.5C; percent above DMSO median, 100 means doubled. growth rescue, % at 18.8 µM. actives 1% (n = 320,000). AID 2716;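 active = every valid replicate shows activation above 250% relative to neutral control wells; inactive = the rest, any valid replicate at or below 250%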;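 note: OY570 slx delta 5 strain wells were the positive control but not used for scaling; some compounds called inactive have numbers as strong as hits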
DSG3 Ab inh: blocks pemphigus antibody binding to human desmoglein-3. binding (percent of control), % at 10 µM. DSG3-coupled beads, scFv-anti-DSG3-GFP binding, flow cytometry; active compounds read low. P32926. actives 0.48% (n = 310,000);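 active = binding more than 3 SD below its plate's average and above zero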;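 note: hits lower antibody fragment binding to DSG3; some compounds called inactive have numbers as strong as hits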
Target sequence (P32926 whole entry, looked up, the tested form may be a part): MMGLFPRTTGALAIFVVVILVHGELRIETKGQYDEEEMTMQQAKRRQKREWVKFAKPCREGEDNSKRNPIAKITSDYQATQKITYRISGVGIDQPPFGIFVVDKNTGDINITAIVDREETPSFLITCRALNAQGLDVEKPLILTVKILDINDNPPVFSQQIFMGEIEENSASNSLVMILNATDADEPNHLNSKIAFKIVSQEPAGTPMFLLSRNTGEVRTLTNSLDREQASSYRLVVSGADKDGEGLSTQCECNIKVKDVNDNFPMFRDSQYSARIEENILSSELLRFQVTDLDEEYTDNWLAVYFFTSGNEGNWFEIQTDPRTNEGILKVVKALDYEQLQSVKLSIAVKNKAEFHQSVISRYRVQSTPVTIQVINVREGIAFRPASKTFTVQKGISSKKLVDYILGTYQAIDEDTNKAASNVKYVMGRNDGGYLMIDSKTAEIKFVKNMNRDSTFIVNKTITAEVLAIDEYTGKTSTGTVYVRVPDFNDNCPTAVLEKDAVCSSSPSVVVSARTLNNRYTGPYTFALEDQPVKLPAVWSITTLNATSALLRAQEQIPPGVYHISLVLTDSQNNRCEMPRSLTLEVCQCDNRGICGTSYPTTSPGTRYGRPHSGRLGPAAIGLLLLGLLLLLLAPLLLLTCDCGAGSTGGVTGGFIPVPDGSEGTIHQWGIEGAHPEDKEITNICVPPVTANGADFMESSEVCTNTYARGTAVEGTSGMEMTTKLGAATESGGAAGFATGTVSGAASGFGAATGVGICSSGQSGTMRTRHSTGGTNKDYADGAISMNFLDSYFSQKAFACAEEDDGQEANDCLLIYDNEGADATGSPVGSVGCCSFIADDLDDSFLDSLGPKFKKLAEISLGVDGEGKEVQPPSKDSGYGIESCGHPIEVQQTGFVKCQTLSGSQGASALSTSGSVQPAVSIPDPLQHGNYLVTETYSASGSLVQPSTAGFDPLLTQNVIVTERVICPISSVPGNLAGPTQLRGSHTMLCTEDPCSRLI
phage Ecoli inh: E. coli growth loss with phage present | growth absorbance | inhibition, % at 11.9 µM | actives 0.26% (n = 360,000) | AID 651602; in the data active = inhibition above about 11%
Ecoli viability: counter-screen for AddAB inhibitors: E. coli growth inhibition | E. coli V3065 growth, OD600 absorbance, 18 h | inhibition, % at 11.9 µM | actives 0.27% (n = 330,000);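 active = inhibition above the campaign's mean inhibition across all tested compounds plus 3 SD, cut at about 9.9% in these data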;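 note: uninfected addAB+ strain grown without phage in ampicillin broth; 0% = DMSO wells and 100% = ciprofloxacin 0.95 µg/ml wells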
MOR-DOR inv ag: inverse agonists of human mu-delta opioid receptor heterodimerization. P35372+P41143. cell-based MOR-DOR heterodimer luminescence, inverse agonism. inhibition, % at 9.3 µM. actives 0.21% (n = 340,000). AID 504357; in the data active = inhibition above about 22%, passing the limit was not always enough;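 note: 0% = cells with DMSO and 100% = wells without cells with DMSO; values of inactives mirror those of a sister screen read the other way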
Numbers without * were called inactive; nt = not tested or not shown; & = joins results of further samples.

SMILES	Tat transport	AddAB inh	PfHsp90 yeast 2	PKA-R1A act	Arrestin-AP2 inh	OPRM1-OPRD1 ag	Mot1-301 SUMO	DSG3 Ab inh	phage Ecoli inh	Ecoli viability	MOR-DOR inv ag
COc1ccc(N2CC(C(=O)NCCc3ccc(Cl)cc3)CC2=O)c(OC)c1 (stereo not drawn)	-1	-0.4	nt	4	10	-2.8	7	103	0.8	-1.1	15
N/C(=N\OC(=O)Cc1ccc(-c2ccccc2)cc1)c1cccc([N+](=O)[O-])c1	-8	0.6	nt	-8	25	0.5	-6	124	0.6	4.6	-3
Cc1sc2ncnc(N3CCC(C(=O)N4CC(C)SC4=Nc4ccc(Cl)cc4)CC3)c2c1C (stereo not drawn)	-6	nt	-10	-3	4	-0.1	nt	103	0.9	nt	1
CCOc1ccc(C(C)=O)cc1CN1C(=O)C(=O)N(CC)C1=O	-4	-0.3	-8	-14	7	-3.6	9	99	-0.2	0.8	18
O=C(CSc1nc(-c2ccccc2)cs1)NCCN1C(=O)CSC1=O	-3	-0.7	-30	-3	-5	-0.6	-5	102	-0.1	0.9	3
COC(=O)C(C)Sc1nnc(Cc2cc(=O)[nH]c(=O)[nH]2)n1-c1cc(C)ccc1C (stereo not drawn)	6	5.3	5	-6	-4	-3.8	5	110	2.6	-0.4	19
COc1ccc(C(=O)Nc2nc3ccccc3[nH]2)cc1OC	-9	-1.7	-7	-8	-14	-2.3	1	106	-0.1	-1.9	12
O=C(NC(=S)Nn1cnnc1)c1ccccc1Br	12	4.1	-23	-4	-16	-3.3	-1	100	1.1	0.2	17
Cc1cc(C)c(C(N)=O)c(SCC(=O)c2cc(C)c(C)cc2C)n1	7	1.6	-7	-5	5	-2.1	264	95	1.6	-1.0	9
COc1ccc(CN2CCN(C(=O)c3cccs3)CC2)cc1	16	4.7	1	-3	-1	1.0	23	101	2.6	-2.6	-6
Cc1noc(C)c1COC(=O)c1ccc2ccccc2n1	-1	4.9	3	-1	6	0.4	-16	102	-3.2	3.4	-2
Cc1cccc(CC(=O)Nc2c3c(nn2-c2cccc(Cl)c2)CS(=O)C3)c1 (stereo not drawn)	8	-1.3	nt	2	-4	0.1	-17	104	-0.5	4.5	0
Cc1cccc(NC(=O)c2csnn2)n1	-6	5.3	10	-2	27	-0.8	-16	103	6.6	2.3	5
Cc1cc(CN2CCCCC2)oc1C(=O)O	-8	0.3	nt	-10	4	-0.6	50	97	1.7	-1.1	4
O=C1OCCN1CC(=O)N1CCc2c([nH]c3ccccc23)C1c1ccccn1 (stereo not drawn)	5	3.6	27	-11	4	-0.6	-1	nt	3.3	-1.1	3
Cc1ccc2nc(NC(=O)CSc3ncnc4c3oc3ccccc34)sc2c1	-12	nt	-8	-19	-2	-3.0	nt	93	2.2	nt	16
COc1c(OC(C)=O)ccc(/C=C/c2ccc3cccc(OC)c3n2)c1[N+](=O)[O-]	14	2.9	-7	-16	9	-2.4	13	90	2.2	-0.1	15
COc1cc(C2C(C(=O)N3CCOCC3)=C(C)NC3=C2C(=O)CCC3)ccc1OC(C)=O (stereo not drawn)	-7	0.6	2	9	8	-1.9	-7	99	0.8	-3.0	11
Cn1c(=NC(=O)CN2C(=O)C3CC=CCC3C2=O)sc2ccccc21 (stereo not drawn)	-8&5	2.5	9&-40	-8&2	-5&0	-1.5&-0.4	-26	99	4.2&0.4	-0.9	7&2
CCc1cccc2sc(N3CCN(C(=O)c4ccc([N+](=O)[O-])o4)CC3)nc12	3	1.2	8	-4	-4	7.8	-6	103	nt	1.6	-38
Cc1cc(C)cc(NC(=O)CN2CCC(NC(=O)c3cccc(F)c3)CC2)c1	-5	-0.5	0	-3	-8	-3.7	79	119	1.8	0.1	17
COc1ccc([C@H]2CC(=O)C=C(c3cc(Cl)ccc3OC)C2)cc1	11	-1.2	2	-7	3	-1.9	78	105	-0.1	1.8	11
COCCn1c(-c2ccccc2)cnc1SCC(=O)Nc1cccc2ccccc12	13	0.2	6	-8	23	-0.8	0	101	2.4	-1.3	4
C=CCN1C(=O)c2ccccc2Sc2ccc(C(=O)NCCC)cc21	-1	0.8	-19	-2	15	-1.0	252	102	4.7	-1.2	5
CN=C(N)NCCC[C@H](N)C(=O)O	3	0.6	13	-1	-4	-0.5	-11	98	2.1	-2.6	3
Cc1ccc([N+](=O)[O-])cc1S(=O)(=O)Nc1ccc(C(=O)N(C)C)cc1	0	3.4	-22	-10	3	-2.3	-7	103	4.7	1.5	12
CCC(C(=O)Nc1ccccc1-c1ccccc1)c1ccccc1 (stereo not drawn)	5	0.3	4	8	2	0.9	1	102	2.7	-0.4	-5
COc1cccc(NC(=O)C2C3C=CC(O3)C2C(=O)O)c1 (stereo not drawn)	4	0.8	5	-12	2	-2.4	-19	97	2.7	0.8	12
Cc1ccc(C)c(Cn2nnc3c(=O)[nH]c(C4CCCN(C(=O)c5cccs5)C4)nc32)c1 (stereo not drawn)	7	1.8	-6	-7	-2	-1.0	171	99	-0.6	-0.8	6
O=C(Nc1ccc2[nH]ccc2c1)c1cccs1	-13	2.9	11	-10	-8	-0.8	162	110	8.0	3.4	5
Cc1nc(C(=O)NNC(=O)c2ccc(C(F)(F)F)cc2)cs1	nt	-5.0	nt	nt	16	nt	-15	100	-2.7	-4.7	nt
COC(=O)c1cccc(NC(=O)c2ccc3c(c2)C(=O)N(CC2CCCO2)C3=O)c1 (stereo not drawn)	4	0.2	-19	-1	-5	0.0	-7	83	2.5	1.6	0
COc1cccc(OC)c1C(=O)Nc1ccc(Br)c(C(=O)c2ccccc2)c1	0	2.6	2	-2	-14	-2.6	-11	102	0.6	-3.0	14
COc1ccc(-n2ncc(C(C)NS(=O)(=O)c3cc(F)ccc3C)c2C)cc1 (stereo not drawn)	11	nt	-19	-5	-8	-1.9	-3	104	0.5	nt	10
Cc1cc(NC2CCCCC2)nc(N2CCOCC2)n1	0	2.1	-18	5	4	-1.3	-3	108	0.9	1.6	7
COc1cc(OC)c(NS(=O)(=O)c2cc(C(=O)OC(C)C(=O)NC3CC3)c(Cl)cc2Cl)cc1Cl (stereo not drawn)	-8	0.6	-21	7	3	-2.3	1	100	2.4	2.2	12
Cn1c(SCC(=O)Nc2cccc(S(=O)(=O)N3CCOCC3)c2)nnc1-c1ccncc1	0	-0.5	-9	8	-10	-1.2	-4	103	2.1	-0.2	7
COc1ccc(-n2cnc3sccc3c2=O)cc1	-6	2.7	-17	-5	12	-2.1	-18	93	2.0	-2.0	12
CCC(C)NC(=O)Cn1c(COc2ccc(Cl)cc2Cl)nc2ccccc21 (stereo not drawn)	14	3.3	-21	9	7	nt	4	-1.1*	3.3	2.1	nt
Cc1cc(C)c2cc(CN(Cc3ccco3)C(=O)NCc3ccccc3)c(=O)[nH]c2c1	-6	-1.7	-5	-5	6	-0.9	9	104	-2.1	-1.5	5
Cc1nc(C)c(C(=O)OCC(=O)N2CCN(c3ccccc3)CC2)s1	-4	0.7	38	0	1	-2.5	-7	100	0.9	-0.1	12
O=C(O)COc1ccc(NC(=O)c2ccc3c(c2)C(=O)N(Cc2ccccc2)C3=O)cc1	1	3.2	5	-23	-7	-1.4	-3	100	-1.3	1.9	8
O=C(Nc1ccccn1)c1ccc(C(=O)Nc2ccccn2)cc1	-1	1.6	-15	3	1	-1.2	-4	121	nt	-3.7	6
CCC1=NN2C(=N)/C(=C/c3cc(C)n(Cc4ccccc4)c3C)C(=O)N=C2S1	1	-1.2	0	-3	-7	-0.4	19	nt	-0.1	0.0	2
CCOC(=O)N1CCN(C(=O)c2ccccc2NC(=O)COc2ccccc2)CC1	-1	2.3	1	8	-21	-1.3	-7	112	5.0	0.7	7
S=c1nc[nH]c2c1ncn2C1CCCO1 (stereo not drawn)	9	26*	-13	-12	1	-2.4	-7	99	8.2	22*	12
COc1ccc(NC(=O)CCCn2nc(C)c3c(C)n(-c4ccccc4)nc3c2=O)cc1	-5	3.4	0	-1	3	-1.4	8	100	5.0	1.1	7
Cc1ccn2cc(CNS(=O)(=O)c3cccs3)nc2c1	7	0.8	24	0	11	-2.2	17	102	6.2	1.4	11
COC(=O)CC1(C(=O)OC)Oc2ccccc2C(=O)N1c1ccc(F)cc1F (stereo not drawn)	-3	2.2	-1	-4	25	-2.2	-10	nt	4.0	1.6	11
COc1ccc(NC(=O)CSc2nnnn2-c2ccc(OC)cc2)cc1	-1	1.1	-1	-4	2	-0.8	-11	98	0.5	1.3	4

(continued)
SMILES	Tat transport	AddAB inh	PfHsp90 yeast 2	PKA-R1A act	Arrestin-AP2 inh	OPRM1-OPRD1 ag	Mot1-301 SUMO	DSG3 Ab inh	phage Ecoli inh	Ecoli viability	MOR-DOR inv ag
CCN(CC)CCC(=O)N1c2ccccc2Sc2ccc(NC(=O)OC)cc21	5	nt	12	-12	11	3.0	-5	98	1.1	nt	-15
O=c1nc(Nc2ccccc2)oc2ccccc12	-2	4.0	7	1	32	-1.9	364	92	3.8	-0.2	10
COc1ccc(/C=C(/NC(=O)c2ccco2)C(=O)Nc2cccc(C(=O)O)c2)cc1	-3	1.0	-17	-4	-11	-2.2	-20	76	1.8	-1.5	12
Cc1nc(-c2ccccn2)nc(SCC(=O)N2CCOCC2)c1Cl	-6	3.4	16	nt	-8	nt	7	97	0.7	1.0	nt
O=C(OCCCc1cc2ccccc2c(=O)o1)c1ccco1	8	2.1	0	-3	4	-1.3	9	104	0.8	1.6	7
CC1CCC(C(C)C)C(OC(=O)CSc2nc(N)cc(=O)[nH]2)C1 (stereo not drawn)	3	1.0	19	-11	-11	-1.1	7	106	2.5	0.7	6
COc1ccc(NC(=O)c2sccc2-n2cccc2)cc1	-5	2.0	1	-1	9	0.1	9	117	1.5	-0.1	-1
COCCN(C(=O)CCC(=O)Nc1cc(C)on1)C(C(=O)NC1CCCC1)c1ccccc1C (stereo not drawn)	-11	2.1	11	-6	2	5.2	-6	101	4.1	1.4	-28
CC(NCc1cccnc1)c1ccccc1 (stereo not drawn)	-10	1.5	8	4	12	-1.6	-6	98	0.9	0.1	8
CCN1C(=O)c2cccc3c(S(=O)(=O)Nc4c(C)n(C)n(-c5ccccc5)c4=O)ccc1c23	2	3.6	20	-12	4	-3.2	141	97	1.4	0.2	13
O=C(NC1CCN(Cc2ccccc2)CC1)c1cccc(S(=O)(=O)Nc2ccc(Br)cc2)c1	8	1.0	2	-2	35	0.4	-3	207	2.2	0.2	-3

Part of the list above, limited to AddAB inh.
structure | AddAB inh
CCN1C(=O)c2cccc3c(S(=O)(=O)Nc4c(C)n(C)n(-c5ccccc5)c4=O)ccc1c23 | 3.6
O=C(NC1CCN(Cc2ccccc2)CC1)c1cccc(S(=O)(=O)Nc2ccc(Br)cc2)c1 | 1.0
